Ba/F3 V617F tox – loss of viability in JAK2V617F-driven Ba/F3 cells; 220,000 tested, 1.1% active; inhibition, % at 5.6 µM; Ba/F3 EpoR-JAK2V617F viability, ATP luminescence;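 active = inhibition above the campaign mean plus 3 SD over all tested compounds, cut at about 24% in these data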;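 note: cytokine-independent growth of Ba/F3 cells driven by EpoR plus mutant JAK2; 0% = DMSO-treated cells and 100% = JAK inhibitor I control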
S1P4 antagonist – blocks the human S1P4 receptor | O95977 | S1P4-expressing cells, antagonist mode, reporter read-out | inhibition, % at 4.98 µM | 220,000 tested, 0.26% active | AID 1510; in the data active = inhibition above about 29%;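 note: 0% = wells stimulated with agonist and 100% = vehicle wells without agonist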
NPY-Y1 antag – blocks the human neuropeptide Y Y1 receptor; inhibition, % at 3.6 µM; P25929; HEK293-CNG Y1 cells, membrane potential fluorescence; NPY at EC95, then isoproterenol; 200,000 tested, 1% active;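 active = inhibition above the campaign mean inhibition of all tested compounds plus 3 SD, cut at about 20% in these data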;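 note: 0% = DMSO wells given NPY plus isoproterenol and 100% = isoproterenol alone without NPY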
Target sequence (P25929 whole entry, looked up): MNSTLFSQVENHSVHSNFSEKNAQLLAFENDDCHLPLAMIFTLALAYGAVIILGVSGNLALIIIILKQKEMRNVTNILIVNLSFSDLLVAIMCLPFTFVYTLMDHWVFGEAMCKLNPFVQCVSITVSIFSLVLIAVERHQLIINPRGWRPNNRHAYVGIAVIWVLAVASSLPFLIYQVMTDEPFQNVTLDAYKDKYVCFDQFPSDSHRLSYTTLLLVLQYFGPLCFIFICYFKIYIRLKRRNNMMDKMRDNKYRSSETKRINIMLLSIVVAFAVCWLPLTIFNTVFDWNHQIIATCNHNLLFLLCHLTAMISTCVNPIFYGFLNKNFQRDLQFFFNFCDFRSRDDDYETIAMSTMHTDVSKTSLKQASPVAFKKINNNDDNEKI
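material = HEK293 cells with Y1 receptor plus CNG channel | also added = NPY 25 nM then isoproterenol 1 µM plus Ro 20-1724 25 µM | schedule = dye 3 h, compound 60 min room temperature, stimulation 45 min | measured by = membrane potential fluorescence | benchmarks = high control isoproterenol alone, low control NPY with isoproterenol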
NPY2 pot ag – potentiators or agonists of human neuropeptide Y receptor Y2. P49146. cells expressing NPY-Y2, potentiator/agonist read-out. activation, % at 3.6 µM. 220,000 tested, 0.45% active. AID 1359; in the data active = activation above about 27%;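 note: cells stimulated with NPY near EC25 plus isoproterenol at EC100; 0% = vehicle plus submaximal agonist and 100% = vehicle plus saturating agonist; some results beyond the cut were filed as inactive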
BaF3 tox – parental Ba/F3 viability inhibition as JAK2V617F counter-screen. AID 1486. CellTiter-Glo ATP luminescence. 220,000 tested, 1.1% active. inhibition, % at 5.6 µM;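 active = inhibition above a per-campaign cutoff, the mean inhibition of all tested compounds plus 3 SD, cut at about 27% in these data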;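 note: 0% = DMSO wells and 100% = JAK Inhibitor I control wells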
S1P4 agonist – agonists of human S1P4 receptor | O95977 | S1P4-expressing cell line, agonist reporter assay | activation, % at 4.98 µM | 220,000 tested, 0.35% active; in the data active = activation above about 11%;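 note: 0% = DMSO vehicle and 100% = reference agonist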
CHOP inhibitor – inhibitors of CHOP induction in ER stress response. AID 2732. 220,000 tested, 3.8% active. CHO-K1 CHOP-promoter luciferase, tunicamycin-induced, 15-18 h. inhibition, % at 10 µM;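 active = compounds that reduced the stress-induced luciferase reporter signal by more than about 70% of percent inhibition, limit read from the data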;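 note: 0% = tunicamycin plus vehicle and 100% = wells without tunicamycin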
p47phox inh – p47phox (human) inhibition; p47phox/p22phox peptide binding, fluorescence polarization, 2 h; inhibition, % at 24.7 µM; 220,000 tested, 0.53% active;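 active = inhibition above about 30%, limit read from the data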;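 note: 0% = p47phox with labelled peptide and 100% = labelled peptide alone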
Target sequence (P14598 whole entry, looked up): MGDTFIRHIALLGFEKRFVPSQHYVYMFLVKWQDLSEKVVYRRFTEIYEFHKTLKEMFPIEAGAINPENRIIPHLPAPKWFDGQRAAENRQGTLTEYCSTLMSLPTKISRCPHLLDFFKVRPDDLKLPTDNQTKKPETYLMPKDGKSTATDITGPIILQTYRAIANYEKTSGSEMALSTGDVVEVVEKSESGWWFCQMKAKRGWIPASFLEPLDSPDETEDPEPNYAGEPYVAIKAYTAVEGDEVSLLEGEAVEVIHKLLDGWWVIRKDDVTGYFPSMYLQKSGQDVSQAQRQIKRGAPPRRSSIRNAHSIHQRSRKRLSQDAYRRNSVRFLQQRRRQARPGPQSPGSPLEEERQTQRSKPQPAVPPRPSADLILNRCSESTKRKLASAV
NPY-Y1 PAM-ag – human NPY-Y1 potentiation or agonism, primary screen; P25929; NPY-Y1 expressing cells, potentiator/agonist activation; activation, % at 3.6 µM; 220,000 tested, 0.37% active; in the data active = activation above about 33%, passing the limit was not always enough;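 note: cells stimulated with NPY at EC10 then isoproterenol at EC100; 0% = low agonist plus stimulus and 100% = saturating agonist plus stimulus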
* marks the source's active call; other numbers are inactive results; · = no result given; & = joins results of further samples. Some of the compounds tested, so the mix of outcomes need not match the whole.

SMILES | Ba/F3 V617F tox | S1P4 antagonist | NPY-Y1 antag | NPY2 pot ag | BaF3 tox | S1P4 agonist | CHOP inhibitor | p47phox inh | NPY-Y1 PAM-ag
Cc1cc(S(N)(=O)=O)ccc1N=Cc1c(O)n(-c2ccccc2)c(=O)[nH]c1=O | 1 | -17 | 3 | -3 | 2 | -0.3 | 7 | -1 | 20
O=C1CC(c2cccnc2)=NN1c1ccc(Cl)cc1Cl | -2 | -15 | -5 | -3 | 8 | 1.2 | 5 | -2 | 9
C[C@@H]1O[C@@H](O[C@H]2C[C@@H](O)[C@]3(CO)[C@H]4[C@H](O)C[C@]5(C)[C@@H](C6COC(=O)C6)CC[C@]5(O)[C@@H]4CC[C@]3(O)C2)[C@H](O)[C@H](O)[C@H]1O (some centres not stated) | 4 | 29 | 46* | -35 | 6 | -0.5 | 10 | 4 | -93
CNCC(O)c1cccc(OC(=O)c2ccccc2C)c1 (configuration not stated) | -2 | -4 | 22* | 7 | 1 | -0.1 | 14 | -1 | -30
COc1ccc(OC(=O)N(C)C)c(CN(C)C)c1 | -3 | -12 | 3 | -6 | 3 | 0.1 | -1 | -4 | -25
c1cc2n(c1)-c1c(ccc3c1OCO3)CNC2c1ccc2c(c1)OCO2 (configuration not stated) | -1 | -10 | 12 | 5 | 2 | 1.5 | 3 | -8 | -50
O=C(c1ccc(Cl)cc1)C1CCCN(Cc2ccon2)C1 (configuration not stated) | -2 | -12 | 6 | 6 | 8 | 3.0 | 14 | -13 | 17
COc1ccc(NC(=O)N2CCC3(CC2)OCCO3)cc1 | 2 | -12 | 0 | -7 | 5 | 1.5 | 0 | 0 | -9
O=c1[nH]c(=O)n(-c2cccc3ccccc23)c(O)c1/C=N/N1CCCCC1 | 1 | 6 | · | 2 | 1 | 2.1 | 6 | -23 | 11
COc1ccc(C2=NCC(=O)N(CC(=O)NCc3ccco3)c3sc4c(c32)CCCC4)cc1OC | 5 | -16 | 8 | -7 | 9 | 0.9 | -1 | -10 | 4
C(=NC12CN3CN(CN(C3)C1)C2)c1cccnc1 | 4 | 4 | -7 | -2 | 2 | -1.3 | 21 | 2 | -14
COc1ccc(OC)c(-n2c(O)c(C=NCc3ccc4c(c3)OCO4)c(=O)[nH]c2=O)c1 | -1 | -26 | -1 | 2 | 0 | 0.0 | 39 | -10 | -7
Cc1cccc(N2C(=O)NC(=O)/C(=C/c3ccc(-c4ccc(C(=O)O)c(Cl)c4)o3)C2=O)c1 | 2 | 0 | 8 | -7 | 7 | 0.5 | 13 | -11 | -1
CC(=O)N1N=C(c2c(O)n(C)c(=O)n(C)c2=O)CC1c1ccccc1 (configuration not stated) | -3 | -3 | · | 6 | -2 | 0.0 | 32 | -5 | -4
CC(=O)N1N=C(c2cccnc2)OC1c1ccccc1Cl (configuration not stated) | -1 | 12 | · | -11 | 1 | -1.2 | -11 | -6 | -7
CCCCCCN=C(CC)c1c(O)n(CCCC)c(=O)[nH]c1=O | -1 | 4 | 6 | -10 | 7 | 0.0 | 106* | -1 | -26
Cc1cccc(-n2c(O)c(C=NC34CN5CN(CN(C5)C3)C4)c(=O)[nH]c2=O)c1 | 1 | -9 | 8 | 15 | 6 | -0.4 | 7 | -9 | -4
CC1(C)C2([N+](=O)[O-])CN3CN(C2)CC1([N+](=O)[O-])C3 | 4 | -18 | -3 | 6 | 6 | 2.9 | -23 | 4 | -15
N#Cc1cc2c(nc1SCC(=O)Nc1cc(Cl)ccc1Cl)C1CCN2CC1 | 3 | -8 | 0 | 2 | 4 | 3.1 | 27 | -3 | 1
CCn1cc(C(=O)O)c(=O)c2ccc(C)nc21 | 3 | -1 | 0 | -2 | 6 | 0.1 | -2&20&-54 | 9&-1 | -13
O=c1[nH]c(=O)n(Cc2ccco2)c(O)c1/C=N/N1CCCCC1 | -1 | -13 | 4 | 12 | 6 | 0.6 | 6 | -61 | -8
CC#CP(=O)(OC)C(O)(CF)c1ccccc1 (configuration not stated) | 0 | -2 | -4 | -9 | 1 | 0.2 | -22 | 5 | -31
Cn1ccc(NC(=O)CCl)n1 | -4 | 7 | 0 | 1 | -4 | 4.8 | 19 | 6 | -3
CCOc1ccc(-n2c(O)c(N=Nc3ccc([N+](=O)[O-])cc3)c(=O)[nH]c2=O)cc1 | -1 | 4 | 0 | -1 | 1 | -0.3 | 21 | 3 | -4
O=P(c1ccccc1)(c1ccccc1)N1CCCCC1 | -3 | -11 | -1 | 15 | 1 | 0.4 | -10 | -4 | 6
CN(C)C1=NC(N(C)C)=NP(N(C)C)(N(C)C)=N1 | -1 | -7 | 1 | 1 | 2 | 2.1 | 31 | -15 | 1
Cc1cc(C(=O)CS(=O)(=O)c2ccc(F)cc2)cc(C)c1OC(=O)N(C)C | 6 | -10 | 0 | 10 | 5 | -0.8 | 11 | -2 | -5
Cc1ccc(N2C(=O)NC(=O)/C(=C\c3ccc(N4CCOCC4)cc3)C2=O)cc1 | -3 | -18 | 0 | 9 | 6 | 0.3 | 19 | -22 | 12
Cc1ccc(OCC(=O)N2CCN(C3CCC(c4ccccc4)CC3)CC2)cc1 (configuration not stated) | -4 | -5 | 10 | -14 | 5 | 1.2 | 93* | -3 | -18
O=[N+]([O-])c1cccc(CN2CCN(Cc3ccc(Cl)cc3)CC2)c1 | 4 | -1 | 0 | -13 | 8 | 0.1 | 30 | -4 | -19
CC(C)CN1CCN(Cc2ccc(F)cc2Cl)CC1CCO (configuration not stated) | -4 | -7 | · | -2 | 1 | -0.7 | 16 | -8 | 30
COc1ccc(OC)c(C(c2c(O)c3ccccc3oc2=O)c2c(C)n(C)n(-c3ccccc3)c2=O)c1 (configuration not stated) | -1 | -3 | 2 | 1 | 1 | 0.9 | -1 | -2 | -27
CCCCN1C(=O)/C(=C/c2ccc(N(C)C)cc2)C(=O)N(Cc2ccco2)C1=O | 6 | -4 | 6 | 12 | 11 | -1.5 | 13 | -133 | -14
COc1ccccc1OCCCn1cc(C(=O)C2CC2)c2ccccc21 | -1 | -8 | 4 | 12 | 6 | 4.7 | 21 | 5 | -13
N#Cc1ccccc1Cn1cc(C(=O)C2CC2)c2ccccc21 | 4 | -5 | 13 | -16 | 7 | 1.3 | 22 | -9 | -11
Cc1cc(/C=C2\C(=O)NC(=O)N(c3ccc(F)cc3)C2=O)c(C)n1-c1cccc(C(=O)O)c1 | 1 | 6 | 2 | 6 | 5 | 3.9 | 0 | -10 | 9
COCc1cc(OC(=O)N(C)C)nc2c1c(C)nn2C | -2 | 1 | · | 5 | -1 | 0.6 | -7 | 5 | -5
OC(CNC1CCCCC1)c1ccccc1 (configuration not stated) | -6 | -7 | 4 | 5 | 2 | 0.6 | -10 | -18 | -1
COc1cccc(C2(O)CCN(CC(=O)Nc3nc(C)cs3)CC2)c1 | 0 | 3 | 2 | -1 | 3 | -0.3 | -9 | -17 | -13
CC(C)[C@]12O[C@H]1[C@@H]1O[C@]13[C@]1(O[C@H]1C[C@H]1C4=C(CC[C@@]13C)C(=O)OC4)[C@@H]2O | 99* | 107* | -1 | 11 | 105* | -0.8 | 103* | 4 | 37
c1ccc(-c2nc(N3CCOCC3)s[n+]2-c2ccccc2)cc1 | -2 | -14 | -5 | -3 | 2 | 0.3 | 18 | 41* | -12
COc1ccc(/C=C/C(=O)c2c(O)n(CCC3=CCCCC3)c(=O)[nH]c2=O)cc1OC | 0 | -12 | · | 8 | -2 | 0.9 | 25 | -81 | 7
Cc1nc2cc(-c3cccc(F)c3)nn2c(C)c1CCC(=O)N1CCC2(CC1)OCCO2 | -4 | 3 | 7 | 0 | -1 | 0.0 | 48 | -10 | -34
N=c1sccn1Cc1ccc(Cl)cc1Cl | -4 | -19 | 3 | 9 | 6 | -1.8 | -2 | -3 | -1
c1ccc2sc(N3CCNCC3)nc2c1 | 5 | -9 | -4 | -11 | 9 | 0.6 | -1 | -4 | -6
Oc1ccc(/C=N/NP(=S)(c2ccccc2)c2ccccc2)cc1O | -3 | -9 | 2 | 15 | 1 | -4.5 | 25 | -5 | 7
C=CCn1c(O)c(/C(C)=N/N2CCCCCC2)c(=O)[nH]c1=O | -4 | -7 | · | 7 | 1 | 2.6 | 8 | -12 | -15
CCCCCCCCN=Cc1c(O)[nH]c(=O)[nH]c1=O | -3 | 7 | · | -8 | 4 | 0.7 | 27 | -14 | 18
CCCCn1c(O)c(C(C)=NC(C)c2ccccc2)c(=O)[nH]c1=O (configuration not stated) | 1 | -22 | 6 | -3 | 8 | -0.5 | 26 | -14 | 0
O=C(CN1C2CCC1CC(O)(c1cccnc1)C2)Nc1ccc2c(c1)OCO2 (configuration not stated) | -4 | -16 | -5 | -2 | -2 | 0.5 | -13 | 2 | -21
Cc1ccc2c(c1)c(=O)c1c3n2CCN(CC2CO2)C3CC1 (configuration not stated) | 4 | -15 | -2 | -1 | 6 | 1.6 | 9 | · | -3
CCC12CN3CCN(CC(C3)/C1=N/NC(N)=O)C2 | -2 | -19 | -3 | -4 | 5 | 1.6 | 31 | -13 | 1
Cc1cccc(-n2c(O)c(C)c(=O)[nH]c2=S)c1 | -2 | -6 | 0 | -8 | 4 | 56* | 3 | -13 | 17
CCCn1cc2c3c(cccc31)C1CC(C)CN(C)C1C2 (configuration not stated) | -4 | -6 | · | -11 | -3 | -0.3 | 1 | -3 | 12
CCOC(=O)c1c(C)n(CC(O)CN2CCOCC2)c2cc(Br)c(OC)cc12 (configuration not stated) | -1 | -7 | 4 | -1 | 3 | 1.7 | 21 | -2 | -4
O=C(O)C1CN2CCC1CC2 (configuration not stated) | -4 | -9 | 2 | -13 | 1 | 0.6 | 4 | -5 | -1
CN(C)C1=NP(N(C)C)(N(C)C)=NC(c2ccccc2)=N1 | -2 | -1 | -1 | -7 | 0 | 0.8 | 12 | -4 | 15
CN1C(=O)/C(=C\N2CCc3ccccc32)C(=O)NC1=S | 0 | -15 | 0 | -2 | 6 | 0.2 | 37 | -171 | 3
CC/C(=N\N1CCCCC1)c1c(O)[nH]c(=O)[nH]c1=O | 6 | -3 | · | -11 | 2 | -0.9 | 24 | -6 | -5
CN1CCN(c2ncc(C=O)s2)CC1 | -1 | 5 | 6 | 1 | -1 | 0.5 | -9 | -6 | 4
Next section:
SMILES | Ba/F3 V617F tox | S1P4 antagonist | NPY-Y1 antag | NPY2 pot ag | BaF3 tox | S1P4 agonist | CHOP inhibitor | p47phox inh | NPY-Y1 PAM-ag
CCCCn1c(C)c(C(=O)O)c2cc(OC)ccc21 | -2 | -5 | 4 | -12 | 2 | -1.4 | -45 | -11 | 11
Cc1nc2ccc(Cl)cc2c(-c2ccccc2)c1C(=O)O | -2 | -2 | 6 | -25 | 3 | -0.7 | 4 | 5 | -32
OC(c1ccccc1)(c1ccccc1)c1ccncc1 | 4 | -19 | -1 | 6 | 8 | -0.7 | -4 | -11 | 1
CCOC(=O)c1ccc(N=Cc2c(O)n(-c3ccc(OC)cc3)c(=S)[nH]c2=O)cc1 | -2 | -10 | 1 | 4 | 3 | 0.1 | -5 | -23 | 1
CCCC(=O)OCC[N+](C)(C)C | -5 | -22 | 4 | 12 | 2 | 2.5 | 8 | -7 | -23
Cc1cccc(-n2c(O)c(C=NCCN3CCCCC3)c(=O)[nH]c2=O)c1 | -5 | 5 | · | 3 | -1 | 0.5 | 0 | -2 | 31

Limited to NPY2 pot ag, CHOP inhibitor and NPY-Y1 antag, for some of the entries so far:
smiles	NPY2 pot ag	CHOP inhibitor	NPY-Y1 antag
CCCCn1c(C)c(C(=O)O)c2cc(OC)ccc21	-12	-45	4
OC(c1ccccc1)(c1ccccc1)c1ccncc1	6	-4	-1

Assay outcomes as filed in PubChem BioAssay.
